KinaseGlo FLuc = blocks Kinase-Glo luciferase, a counter-screen artifact. Q27757. Potency, µM (top dose mostly 38.3 µM), for the others: at the top dose activity change, negative = inhibition, actives largely listed as inhibitors. 0.28% of 200,000 active. Kinase-Glo luciferase, ATP luminescence, 8 min; note: potency is the fitted concentration of half-maximal effect; % is set by controls: 0 for no effect and ±100 for the full control effect; nearly all actives have a fitted effect of over 60% in size
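Inhibition of Kinase-Glo luciferase light generation was assessed at 10 uM ATP in pH 7.2 imidazole buffer, with luminescence measured after eight minutes at ambient temperature.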
HttQ103 aggreg = reduces HttQ103-GFP aggregates in PC12 cells; PC12 HttQ103-GFP aggregates, Acumen cytometry, 40 h; Potency, µM (titrated, usually from 46.1 µM), for inactives: at the top dose activity change, negative = inhibition, actives largely listed as inhibitors; 1.1% of 220,000 active; AID 1688; note: potency is the fitted concentration of half-maximal effect; % is set by controls: 0 for no effect and ±100 for the full control effect; nearly all actives have a fitted effect of over 60% in size
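Huntingtin Q103 exon 1–GFP aggregates in induced PC12 cells (100 nM tebufenozide) were quantified by cytometry from lysates, with compounds dosed in titration.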
HTT ATP protect = cytoprotection in Huntington HTT-Q103 PC12 cell model | PC12 HTT-Q103 induced, cytoprotection, ATP luminescence, 40 h | Potency, µM (titrated, usually from 56.4 µM), inactives show cytoprotection (ATP increase), hits mostly activators | 0.14% of 230,000 active;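 note: potency is the fitted concentration of half-maximal effect; % of control where 0% means no effect; nearly all actives have a fitted effect of over 45% in size; toxic huntingtin expression switched on by the ecdysone agonist tebufenozide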
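Rat PC12, Q103 Htt exon1-GFP fusion, ecdysone promoter; tebufenozide inducer 100 nM final; compound titration; qHTS, 1500 cells/well; ATPlite luminescent read.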
IMPase Li inh = cell-permeable IMPase inhibitors with lithium potentiation | Potency, µM (top dose mostly 59.4 µM), without a hit: at the highest dose activity, negative = IMPase inhibition, hits mostly inhibitors | 0.35% of 210,000 active | CHO-M1 cells, IP1 TR-FRET (IP-One), carbachol + lithium;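 note: IP1 builds up when IMPase is blocked and the TR-FRET signal falls; potency is the fitted concentration of half-maximal effect; plate controls were basal vehicle for no effect and high inhibitor control for full effect; nearly all actives have a fitted effect of over 50% in size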
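CHO cells stably expressing M1 receptor (2000/well, cultured 16–30 h) treated 30 min at 37C with compound plus low lithium. Cytosolic IP1 by TR-FRET (665/620 ratio and 620 channel) after 10 min lysis; AC50 by Hill fit.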
CBFb RUNX1 block = blocks binding between human CBF-beta and RUNX1; Q01196+Q13951; AlphaScreen CBFb-His/RUNX1-biotin binding, biochemical; Potency, µM (series often up to 59.8 µM), without a hit: top-dose activity, negative = inhibition, actives largely listed as inhibitors; 230,000 tested, under 10 active; AID 1477; note: % of control where 0% means no effect
Target sequence (Q01196 whole entry, looked up): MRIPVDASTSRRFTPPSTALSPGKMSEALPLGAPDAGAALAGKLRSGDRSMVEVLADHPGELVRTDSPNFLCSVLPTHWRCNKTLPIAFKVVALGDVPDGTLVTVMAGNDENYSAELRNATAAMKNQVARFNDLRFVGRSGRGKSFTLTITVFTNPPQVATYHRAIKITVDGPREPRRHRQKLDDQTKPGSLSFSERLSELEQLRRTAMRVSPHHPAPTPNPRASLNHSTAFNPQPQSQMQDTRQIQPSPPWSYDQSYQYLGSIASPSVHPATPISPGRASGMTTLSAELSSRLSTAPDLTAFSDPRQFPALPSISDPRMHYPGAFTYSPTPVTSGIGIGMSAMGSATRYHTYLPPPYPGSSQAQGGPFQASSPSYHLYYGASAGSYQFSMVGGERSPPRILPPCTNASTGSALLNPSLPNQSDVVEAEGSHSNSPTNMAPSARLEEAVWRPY
Target sequence (Q13951 whole entry, looked up): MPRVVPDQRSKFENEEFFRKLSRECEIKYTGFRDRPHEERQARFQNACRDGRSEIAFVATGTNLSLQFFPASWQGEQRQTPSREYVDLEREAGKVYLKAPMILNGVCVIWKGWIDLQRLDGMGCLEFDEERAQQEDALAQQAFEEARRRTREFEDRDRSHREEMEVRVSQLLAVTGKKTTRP
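AlphaScreen binding: CBFb-His and RUNX1-biotin (30 nM each) preincubated 20 min, compound added for 15 min, then nickel and streptavidin beads for 90 min, all at room temperature. Disruption of the interaction by any mechanism counts as activity.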
SMN2 splice enh = increases expression of the SMN2 splice variant. HEK293 SMN2-luciferase splicing reporter, luminescence, 30-36 h. Potency, µM (series often up to 46.1 µM), for inactives: at the highest dose activity change, positive = activation, usual class: activators. 2.8% of 210,000 active. AID 1458; note: potency is the fitted concentration of half-maximal effect; % of control where 0% means no effect; nearly all actives have a fitted effect of over 55% in size
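HEK293 cells carry an SMN2 […]–luciferase reporter in which exon 7 inclusion puts luciferase in frame. Cells were plated 10-12 h before compound addition, then incubated 30-36 h at 37C. ONE-Glo luminescence was read; sodium butyrate at 4.5 mM final served as control.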
LMNA splice mod = LMNA splicing modulation; Potency, µM (top dose mostly 46.1 µM), for the others: at the top dose ratio change, negative = inhibition, usual class: inhibitors; 0.01% of 200,000 active; AID 1487; HeLa LMNA splicing GFP/RFP minigene ratio, 48 h; active = well fitted inhibition curve with a large enough effect in the signal ratio, with a control signal flat, not every such curve was filed as active; inconclusive = small, poorly fitted or top-dose-only effect, or effect the other way, or a change in a side signal; the % refers to the signal ratio; note: potency is the fitted concentration of half-maximal effect; % is set by controls: 0 for no effect and ±100 for the full control effect
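S3 HeLa cells stably expressing lamin A-EGFP splicing minigene plus DsRed2, 600 cells/well, 48 h compound exposure at 37C. Laser-scanning cytometry; analysed as GFP (500-530 nm)/RFP (575-640 nm) total intensity ratio; 0.5% DMSO vehicle.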
Starred values were filed as active, the others as inactive; ? = inconclusive; . = not tested or not shown; & = joins results of further samples; [ ] = dose if it differs, or a comment. Unless noted, calls come from the whole dose curve; as a rule, active = well fitted curve in the direction sought with a large enough effect; inconclusive = small, poorly fitted or top-dose-only effect, or another doubt; inactive = no such curve, though single readings can be large; an effect the other way counts as inactive or inconclusive.

The line under a structure holds: KinaseGlo FLuc | HttQ103 aggreg | HTT ATP protect | IMPase Li inh | CBFb RUNX1 block | SMN2 splice enh | LMNA splice mod
CC(C)(C)n1cc(C(=O)c2ccc3ccccc3c2O)cn1
  -4% | ? | -120%[inhibitor] | 8% | -1% | -72%[inhibitor] | .
COc1ccc(/C=C2/C(=O)NC(=S)N(C3CC3)C2=O)cc1CN1C(=O)c2ccccc2C1=O
  -3% | 23% | 27%[10 µM] | 5% | 0% | 14% | -13%
COc1ccc(NC(=O)c2cn(CCC#N)nc2-c2cccc([N+](=O)[O-])c2)cc1
  . | -2%[9.22 µM] | -2%[10 µM] | . | -4% | . | .
CNS(=O)(=O)c1ccc(N=Cc2c(O)n(-c3ccc(C)cc3)c(=O)[nH]c2=O)cc1
  . | -21%[9.22 µM] | 17%[10 µM] | . | 15% | . | .
NNc1n[nH]c(=S)n1N
  . | -10%[9.22 µM] | -5%[10 µM] | . | ? | . | .
CCOP(=O)(OCC)c1cccc(OP(=O)(c2cccc([N+](=O)[O-])c2)c2cccc([N+](=O)[O-])c2)c1
  . | 19%[9.22 µM] | 18%[10 µM] | . | 4% | . | .
CC1=C(C(=O)OC(C)C)[C@]2(C(=O)N(CC(N)=O)c3ccccc32)C(C#N)=C(N)O1
  0% | 8% | 14%[10 µM] | -1% | 1% | 18% | -15%
CSCC[C@H](NC(=O)[C@H](Cc1ccccc1)NC(=O)CNC(=O)CNC(=O)[C@@H](N)Cc1ccc(O)cc1)C(=O)O
  . | . | -4% | 0% | 17% | 11% | .
N[C@@H](Cc1cc(Br)c(O)c(Br)c1)C(=O)O
  -7% | 5% | -4%[10 µM] | 0%&-2% | 2% | -19% | 1%
O=C(C1CCN(S(=O)(=O)N2CCOCC2)CC1)N1CCC2(CC1)OCCO2
  -6% | 12% | 1% | -18%[38.3 µM] | -1% | -12% | 0%
Nc1nonc1OCCCCOc1nonc1N
  -1% | 1% | . | 6% | -6% | 9% | -4%[46 µM]
COc1ccc(/C=C2/C(=O)NC(=O)N(C3CCCCC3)C2=O)cc1CSc1ccccn1
  -2% | ? | 6% | -11%[38.3 µM] | 1% | -1% | 7%
COc1cccc(N2C(=O)CC(=O)NC2=O)c1
  -1% | 24% | 2% | -10%[38.3 µM] | 0% | -6% | -2%
C=C1C(=O)O[C@@H]2C[C@@H](C)[C@H]3C=CC(=O)[C@]3(O)C[C@@H]12
  . | 7%[9.22 µM] | -35%[10 µM] | . | 15% | . | .
COc1ccc(C(=O)CC2(CC(=O)c3ccc(OC)cc3)C(=O)N(C)C(=O)N(C)C2=O)cc1
  -1% | 11% | -2%[10 µM] | 11%[38.3 µM] | 0% | 6% | ?
CCOC(=O)C1=C(C)N(C)C2(C)CC1c1ccccc1O2 (stereo not given)
  0% | 7% | -19% | -2%[38.3 µM] | 4% | -6% | 3%
C=C(C)c1cccc(C(C)(C)NC(=O)NC2CN3CCC2CC3)c1 (stereo not given)
  3% | -6% | 3%[10 µM] | 16%[38.3 µM] | 3% | -9% | ?
C=CCN1C(=O)NC(=O)/C(=C/C=C/c2ccccc2)C1=O
  -3% | -4% | -34%[inhibitor] | 24% | 5% | -37%[inhibitor] | ?
CCCCCCCC(=O)Cl
  . | . | -8% | 6% | 16%[21.7 µM] | -3% | .
CC(=O)N1CN2CN(C1)CN(C(C)=O)C2
  1% | 7% | . | 4% | 11% | -15% | ?

Complete entries as entered above. Order of screens: KinaseGlo FLuc, HttQ103 aggreg, HTT ATP protect, IMPase Li inh, CBFb RUNX1 block, SMN2 splice enh, LMNA splice mod
Results for O=C(C1CCN(S(=O)(=O)N2CCOCC2)CC1)N1CCC2(CC1)OCCO2 → -6%, 12%, 1%, -18%[38.3 µM], -1%, -12%, 0%
Results for CCOP(=O)(OCC)c1cccc(OP(=O)(c2cccc([N+](=O)[O-])c2)c2cccc([N+](=O)[O-])c2)c1 → ., 19%[9.22 µM], 18%[10 µM], ., 4%, ., .

Look-ups from the list:
For SMN2 splice enh, `N[C@@H](Cc1cc(Br)c(O)c(Br)c1)C(=O)O` is entered as -19%
For CBFb RUNX1 block, `COc1ccc(NC(=O)c2cn(CCC#N)nc2-c2cccc([N+](=O)[O-])c2)cc1` is entered as -4%

(more compounds)
The line under a structure holds: KinaseGlo FLuc | HttQ103 aggreg | HTT ATP protect | IMPase Li inh | CBFb RUNX1 block | SMN2 splice enh | LMNA splice mod
Cc1nc2cc(-c3ccccc3)nn2c(C)c1CCC(=O)N1CCC2(CC1)OCCO2
  5% | -9% | -5% | 25%[38.3 µM] | 1% | -17% | 3%
CCOc1ccccc1-n1c(O)c(C=Nc2ccc(N(CC)CC)cc2)c(=O)[nH]c1=O
  10% | 20% | -39%[inhibitor] | 3%[38.3 µM] | -11% | -5% | ?
O=c1ccc(=O)[nH][nH]1
  . | . | ? | -2% | 5%[21.7 µM] | 6% | .
CC(=O)Nc1ccc(Cc2nc3ccccc3[nH]2)cc1
  0% | 9%[9.22 µM] | 17%[10 µM] | 2% | 2% | ? | ?
CN1CCN(C(=O)COc2ccc3ccccc3c2Br)CC1
  -2% | -4%[9.22 µM] | -16%[0.074 µM] | -10%[38.3 µM] | 6% | 3% | 6%
CC1(C)C2SCC(=O)N2CCN1CC(=O)NN (stereo not given)
  . | -1%[9.22 µM] | -4%[10 µM] | . | 8% | . | .
C[C@]12CCC(=O)C[C@@H]1CC[C@@H]1[C@@H]2CC[C@]2(C)[C@@H](O)CC[C@@H]12
  . | 8% | 7% | -1% | 9%[21.7 µM] | -12% | .
Cc1ccc2c(c1)CC1(CN2C)C(=O)NC(=O)N(C(C)C)C1=O (stereo not given)
  . | 9% | -16%[0.074 µM] | . | 1% | . | 0%
CN1[C@@H](CC(=O)c2ccccc2)CCC[C@@H]1C[C@@H](O)c1ccccc1
  2%[17.1 µM] | . | 4% | 0% | 12%[21.7 µM] | -12%[20.6 µM] | -11%
O=[N+]([O-])c1ccc(Cl)cc1
  . | . | -32%[inhibitor] | -6% | 2%[21.7 µM] | 7% | .
COc1ccc(CCN(C)Cc2ccncc2)cc1OC
  2% | 3% | -22%[0.074 µM] | 10%[38.3 µM] | 9% | ? | -4%
C=CCn1c(O)c(C(C)=NCCN2CCCCC2)c(=O)[nH]c1=O
  -5% | 0% | -16% | 17%[38.3 µM] | -3% | -30% | -3%
CC(=O)O[C@@H]1CN2CCC1CC2
  3% | . | -12% | 9% | -8%[21.7 µM] | . | .
CCOP(=O)(OCC)C1(C(=O)O)CCCC1
  . | 8%[9.22 µM] | 8%[10 µM] | . | 1% | . | .
CCCCC/C=C\C/C=C\C/C=C\C/C=C\CCCC(=O)NCc1ccoc1
  2%[39.9 µM] | . | 27% | 0% | ? | . | .
COc1ccc(O)c(CN2CCCC(C(=O)c3ccccc3SC)C2)c1 (stereo not given)
  -1% | -14%[9.22 µM] | -6%[10 µM] | 17% | -20% | . | ?
Cc1ccccc1-n1c(O)c(C=NCCN2CCOCC2)c(=O)[nH]c1=O
  -2% | 3% | 1%[0.074 µM] | 22%[38.3 µM] | 10% | 0% | -3%
CCCCOC(=O)C1=C(N)OC2=C(C(=O)CC(C)(C)C2)[C@]12C(=O)N(C)c1ccccc12
  0% | -7% | -9% | 23%[38.3 µM] | 8% | 20% | -4%
NNc1nncn1N
  0%[7.66 µM] | . | -1%[10 µM] | -9% | . | -14%[9.22 µM] | .
CCn1c(C)cc(/C=C2\C(=O)NC(=O)N(c3ccccc3C)C2=O)c1C
  3% | -22%[9.22 µM] | -3%[10 µM] | -1% | -5% | -5% | -6%[46 µM]

Next compounds
The line under a structure holds: KinaseGlo FLuc | HttQ103 aggreg | HTT ATP protect | IMPase Li inh | CBFb RUNX1 block | SMN2 splice enh | LMNA splice mod
CN1C(=O)C(Cc2ccsc2)C(=O)N(C)C1=O
  0% | -19% | -16%[10 µM] | -1%[38.3 µM] | 4% | -6% | 8%
Cc1nc2c(-c3ccccc3)c(C)nn2c(C)c1CCC(=O)N1CCC2(CC1)OCCO2
  1% | -10% | -25%[10 µM] | 6% | 5% | -11% | -5%
Cc1ccc(OCC(=O)N2CCN(Cc3ccc([N+](=O)[O-])cc3)CC2)cc1
  . | 0%[9.22 µM] | 8%[10 µM] | . | 4% | . | .
Cc1cc(C)cc(OP(=O)(Oc2cc(C)cc(C)c2)Oc2cc(C)cc(C)c2)c1
  . | . | -71%[inhibitor] | 11% | ? | ? | .
NC(CCl)=N[C@H]1CN2CCC1CC2
  -2%[7.66 µM] | . | 16%[10 µM] | -8% | . | 9%[9.22 µM] | .
CN(C)CC1CCCCC1=O (stereo not given)
  . | -24%[9.22 µM] | -2%[10 µM] | . | 5% | . | .
COc1cccc(OC)c1C(=O)Nc1nc(N)n(-c2ccccc2)n1
  -3% | -5% | -8% | -4%[38.3 µM] | -4% | -8% | 3%
Cc1ccc2occ(CN3CC4CC(C3)c3cccc(=O)n3C4)c(=O)c2c1 (stereo not given)
  . | 6% | -16% | . | 3% | . | -10%
O=C(O)c1ccc(NC(=O)N2C[C@H]3C[C@@H](C2)c2cccc(=O)n2C3)cc1
  -1% | . | 6% | -7% | -2% | -2% | .
C=C[C@H]1CN2CC[C@@H]1C[C@H]2[C@@H](O)c1ccnc2ccccc12
  -4%&-2%[17.1 µM] | . | 8%&-6%[40.3 µM] | 6%&8% | 8%&14%[21.7 µM] | 6%&4%[20.6 µM] | -11%&-12%
Fc1cccc(CCNCc2ccccn2)c1
  0% | -16% | 20% | -12%[38.3 µM] | -9% | -7% | 9%
CN[C@@H]1C[C@@H](c2ccc(Cl)c(Cl)c2)c2ccccc21
  -1% | -34% | ? | 16% | -1%&1% | -21% | ?
C=C1N2CCC(CC2)C1(O)c1ccc(C)c(C)c1 (stereo not given)
  2% | 7% | 15%[10 µM] | 15% | -1% | 0% | -16%
CC(C)=CCC12CN3CCN(CC(C3)C1=O)C2
  -2% | -5% | 1%[0.074 µM] | 17%[38.3 µM] | ? | -7% | -6%
Cc1ccc(N2C(=O)NC(=O)/C(=C\c3ccoc3)C2=O)cc1
  1% | -7% | -33% | 2% | -20% | 3% | 12%[46 µM]
O=C1C2CCCN2C(c2cccnc2)N1c1ccc(Cl)cc1 (stereo not given)
  . | 10% | -26% | . | -3% | . | ?

Assay outcomes deposited in PubChem by National Center for Advancing Translational Sciences (NCATS).

Some of the compounds tested. The share of hits here may be higher or lower than overall.
